FLuc modulator: inhibits or activates purified firefly luciferase, miR-21 counter-screen. P08659. purified FLuc, Km substrates, luminescence inhibition. Potency, µM (doses to about 57.5 µM), without a hit: at the highest dose activity change, negative = inhibition, usual class: inhibitors. 6.9% of 360,000 active. AID 588342;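 further: plate controls were vehicle for no effect and reference inhibitor for full effect; nearly all actives have a fitted effect of over 55% in size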
Target sequence (P08659 whole entry, looked up): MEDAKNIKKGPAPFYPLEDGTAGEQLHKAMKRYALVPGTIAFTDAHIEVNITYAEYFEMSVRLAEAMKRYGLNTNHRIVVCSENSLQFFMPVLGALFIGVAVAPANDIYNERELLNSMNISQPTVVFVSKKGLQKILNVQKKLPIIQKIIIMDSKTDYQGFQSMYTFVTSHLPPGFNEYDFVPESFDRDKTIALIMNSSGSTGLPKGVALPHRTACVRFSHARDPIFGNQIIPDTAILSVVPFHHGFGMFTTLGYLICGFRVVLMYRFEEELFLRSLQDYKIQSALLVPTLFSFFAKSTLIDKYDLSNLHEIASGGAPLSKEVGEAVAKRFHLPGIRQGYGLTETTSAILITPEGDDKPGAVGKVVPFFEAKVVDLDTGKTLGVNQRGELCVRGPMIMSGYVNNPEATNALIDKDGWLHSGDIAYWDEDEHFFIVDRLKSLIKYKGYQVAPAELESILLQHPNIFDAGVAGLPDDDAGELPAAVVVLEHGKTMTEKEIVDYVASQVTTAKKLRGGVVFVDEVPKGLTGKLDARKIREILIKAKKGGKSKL
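Purified P. pyralis luciferase, 10 nM final, with Km-level 10 uM D-luciferin and 10 uM ATP in 50 mM Tris acetate pH 7.5, 10 mM Mg acetate, 0.01% Tween-20, 0.05% BSA; 6-point qHTS titration about 60 µM downward; luminescence read.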
MBNL1-CUG inh: inhibitors of human MBNL1 binding to CUG repeat RNA; Potency, µM (series often up to 57.5 µM), for inactives: at the top dose activity change, negative = inhibition, most hits filed as inhibitors; AID 2675; Q9NR56; TR-FRET MBNL1-His/biotin-(CUG)12 binding, 665/545 ratio; 0.036% of 280,000 active; active means well fitted inhibition curve with a large enough effect in the signal ratio, with a control signal flat, not every such curve was filed as active; inconclusive means small, poorly fitted or top-dose-only effect, or effect the other way, or a change in a side signal; inactive means no such curve, though single readings can be large or run the other way; the % refers to the signal ratio; further: on the % scale 0 is the no-effect control and ±100 the full control effect
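Compound titration spanned 92 nM–58 uM against the MBNL1-His/biotin-(CUG)12 complex. After 60 min at room temperature with 5 nM streptavidin-XL665 and 0.055 ng/ul terbium anti-His, ratiometric 665/545 nm emission (Ex 340 nm) normalized to controls.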
RORgamma inh: blocks mouse ROR gamma transcriptional activity. Potency, µM (highest dose often 53.6 µM), for inactives: top-dose activity change, negative = inhibition, most hits filed as inhibitors. P51450. 5.4% of 310,000 active. Drosophila S2 Gal4-RORgamma UAS-luciferase reporter, 20 h; further: on the % scale 0 is the no-effect control and ±100 the full control effect; nearly all actives have a fitted effect of over 60% in size
Target sequence (P51450 whole entry, looked up, the tested form may be a part): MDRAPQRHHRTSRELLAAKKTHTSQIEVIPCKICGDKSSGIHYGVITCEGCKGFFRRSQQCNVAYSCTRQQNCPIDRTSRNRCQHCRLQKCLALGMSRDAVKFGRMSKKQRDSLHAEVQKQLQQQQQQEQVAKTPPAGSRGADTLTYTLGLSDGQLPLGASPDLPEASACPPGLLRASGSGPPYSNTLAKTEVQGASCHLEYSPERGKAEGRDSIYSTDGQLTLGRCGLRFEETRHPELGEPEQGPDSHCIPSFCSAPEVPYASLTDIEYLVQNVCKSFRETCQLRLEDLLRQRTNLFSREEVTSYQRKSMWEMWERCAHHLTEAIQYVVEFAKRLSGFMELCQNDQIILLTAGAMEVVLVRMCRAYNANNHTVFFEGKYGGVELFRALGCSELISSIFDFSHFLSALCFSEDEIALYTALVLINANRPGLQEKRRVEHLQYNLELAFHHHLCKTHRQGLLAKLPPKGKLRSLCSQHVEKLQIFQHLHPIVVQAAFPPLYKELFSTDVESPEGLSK
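In this cell-based reporter format, copper sulfate (700 uM final) drives Gal4–ROR gamma fusion expression from a metallothionein promoter in Drosophila Schneider cells; compounds preincubated 1 hr, reporter read after 20 hr at ambient temperature.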
BRCA1 expr act: BRCA1 expression activation. MCF7-BRCA1-FFLuc reporter, luminescence, 48 h; response scale: scaled: vehicle 0%, 10 µM genistein 100%. Potency, µM (doses to about 46.1 µM), without a hit: top-dose activation, actives largely listed as activators. 1.1% of 380,000 active. AID 624202; further: nearly all actives have a fitted effect of over 80% in size; some results filed as inactive show a strong effect at the top dose
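Activators of BRCA1 expression were detected as increased firefly luciferase luminescence in engineered MCF7 cells after 48 h compound incubation. Signals were scaled to genistein 10 microM as full activation.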
NPC1 prom act: activates the NPC1 promoter | 2.4% of 320,000 active | Huh7 NPC1 promoter luciferase reporter, 24 h | Potency, µM (titrated, usually from 9.22 µM), without a hit: at the top dose activation, usual class: activators | AID 485313;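 further: % of control where 0% means no effect; nearly all actives have a fitted effect of over 60% in size; reporter is driven by a mutant NPC1 promoter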
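Compounds in DMSO were transferred onto Huh7 NPC1-luciferase reporter cells pre-incubated 2 h; after 24 h at 37 °C, Amplite reagent was dispensed and luminescence recorded 10 min later.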
Rab9 prom act: activators of Rab9 promoter; Huh7 Rab9 promoter-luciferase reporter, luminescence, 24 h; Potency, µM (highest dose often 9.22 µM), inactives show at the highest dose activation, negative = inhibition, most hits filed as activators; 2.8% of 320,000 active; AID 485297; further: % of control where 0% means no effect; nearly all actives have a fitted effect of over 60% in size
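Cell-based reporter: Huh7 stable for Rab9 promoter-driven luciferase, plated in reduced-serum medium with 10% FBS at 1500 cells/well, compound-treated 24 h at 37 °C, luminescence read after 10 min reagent.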
p53 reactivation: mutant p53 re-activation in reporter cells; 0.063% of 320,000 active; H1299 p53-A138V BP100-luciferase reporter, luminescence, 24 h; Potency, µM (highest dose often 92.2 µM), for the others: at the highest dose activity change, positive = activation, actives largely listed as activators; AID 504706; further: % of control where 0% means no effect; nearly all actives have a fitted effect of over 45% in size
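p53-null H1299 cells stably carrying temperature-sensitive p53-A138V and a BP100-luciferase reporter were pinned with compounds (4-point, 1:5 series) and held 24 hrs at 37 deg C. Luminescence was read 10 min after detection reagent.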
VP16 counter: inhibits Gal4-VP16 luciferase reporter, ROR gamma counter-screen. AID 2546. 3.5% of 310,000 active. Drosophila S2 Gal4-VP16 UAS-luciferase, luminescence, 20 h. Potency, µM (highest dose often 53.6 µM), for the others: at the top dose activity, negative = inhibition, hits mostly inhibitors;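 further: Gal4-VP16 expression switched on by copper sulfate through the metallothionein promoter; on the % scale 0 is the no-effect control and ±100 the full control effect; nearly all actives have a fitted effect of over 50% in size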
uPA generation: cell surface uPA generation inhibition; cell surface uPA generation assay, qHTS; Potency, µM (highest dose often 38.3 µM), for inactives: top-dose activity change, negative = inhibition, actives largely listed as inhibitors; 0.31% of 330,000 active; AID 540303; active means well fitted inhibition curve with a large enough effect; inconclusive means small, poorly fitted or top-dose-only effect; inactive means no such curve, though single readings can be large or run the other way; tested in mouse RAW 264.7 cells; further: on the % scale 0 is the no-effect control and ±100 the full control effect; nearly all actives have a fitted effect of over 55% in size
ELG1 genotoxic: induces genotoxicity in HEK293T cells with luciferase-tagged ELG1; 1.3% of 330,000 active; Potency, µM (doses to about 46 µM), for inactives: at the highest dose activity change, positive = activation, usual class: activators; HEK293T ELG1-luciferase reporter, luminescence, 16 h; AID 504466; further: % of control where 0% means no effect; nearly all actives have a fitted effect of over 60% in size
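DMSO vehicle served as control against compound-treated ELG1-luciferase HEK293T cells; exposure lasted 16 hr at 37 °C and 5% CO2, followed by ONE-Glo luminescence detection after 30 min.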
* = called active by the depositor; ? = inconclusive; · = not tested or not shown; & = joins results of further samples; [ ] = remark or other dose. Unless noted, the call rests on the fitted dose curve; in most records, active means well fitted curve in the direction sought with a large enough effect; inconclusive means small, poorly fitted or top-dose-only effect, or another doubt; inactive means no such curve, though single readings can be large; an effect the other way counts as inactive or inconclusive. Potency means the concentration at half of the fitted maximal effect.

Molecule,FLuc modulator,MBNL1-CUG inh,RORgamma inh,BRCA1 expr act,NPC1 prom act,Rab9 prom act,p53 reactivation,VP16 counter,uPA generation,ELG1 genotoxic
CC(C)CC(NC(N)=O)C(=O)OCC(=O)NC(=O)NC1CCCC1 (stereo not drawn),4.3%,-3.7%,6.2%,-0.4%,2.0%,-0.5%,2.0%,-8.5%,2.1%,-1.5%
COc1ccc(S(=O)(=O)NCCSCc2ccco2)cc1,0.6%,-1.2%,11.6%,3.6%,-0.6%,2.5%,-2.2%,-5.2%,11.0%,3.3%
CCOCCCN(C)C1CCN(C(=O)c2oc3ccccc3c2NC(=O)c2ccc(F)cc2)CC1,0.3%,-7.4%,-23.6%,2.2%,-0.2%,-7.5%,10.2%,4.1%,-5.3%,2.6%
O=[N+]([O-])c1cc(C(F)(F)F)ccc1NCCc1c[nH]c2ccccc12,-16.5%,8.3%,24.5%,-25.6%,0.9%,1.6%,39.8µM*,?,8.9%,-1.4%
CC(OC(=O)c1ccc(O)cc1)C(=O)Nc1cc(C(F)(F)F)ccc1Cl (stereo not drawn),2.0%,-9.1%,-4.2%,-65.7%,-4.3%,-0.8%,0.9%,-28.1%,-0.7%,-8.7%
Cn1c(SCC(=O)Nc2ccc3[nH]c(=O)[nH]c3c2)nnc1-c1ccc(F)cc1,4.4%,3.5%,0.0%,7.3%,-1.4%,-5.3%,-4.8%,-3.9%,-4.6%,-1.8%
Nn1c(COc2ccccc2)nnc1SCc1cc(=O)[nH]c2ccccc12,2.4%,-5.9%,8.0%,-4.8%,-2.4%,?,0.1%,-13.8%,0.9%,0.8%
Cn1c(Cn2c(=O)sc3ccccc32)nnc1SCC(=O)N1CCCc2ccccc21,-1.8%,-3.7%,23.0%,0.0%,0.0%,0.7%,-2.9%,-1.4%,17.0%,-1.3%
CCCNC(=O)NC(=O)CN1C(=O)NC(C)(c2ccc3ccccc3c2)C1=O (stereo not drawn),-0.6%,3.7%,14.3%,-15.0%,-0.6%,-8.4%,-6.4%,0.0%,-0.7%,-0.5%
CC(C)Cn1c(=O)c2ccccc2n2c(CCC(=O)O)nnc12,0.0%,-5.2%,-8.6%,4.0%,1.3%,5.9%,-0.6%,3.5%,-3.6%,-0.2%
CN(CC(=O)Nc1ccccc1Br)Cc1nc2ccccc2c(=O)[nH]1,2.3%,2.0%,28.2µM*,1.7%,13.9%,-2.6%,-2.8%,-17.5%,-1.5%,-0.1%
Cc1ccc(C(=O)NCC(=O)OCc2nnc(-c3ccccc3)o2)cc1,?,3.3%,23.9%,-33.4%,-2.2%,0.4%,18.2%,-4.9%,0.7%,12.3%
COc1ccc(-n2nc(C(=O)NCC(=O)Nc3cccc(NC(C)=O)c3)c3ccccc3c2=O)cc1,3.0%,18.7%,0.5%,-2.4%,-2.2%,1.4%,-2.0%,-8.5%,-17.6%,-1.6%
CCOc1ccc(/C=N/NC(=O)c2nnn(-c3nonc3N)c2-c2cccs2)cc1,?,-4.3%,-33.1%,14.0%,1.7%,-3.9%,10.3%,-5.9%,-10.7%,1.9%
Cc1ccc(NC(=O)CS(=O)CC(=O)Nc2cnc3ccccc3c2)cc1Cl (stereo not drawn),-2.1%,-2.2%,11.1%,-7.1%,-0.4%,4.6%,-8.3%,-1.0%,4.3%,-6.1%
O=C(O)CCc1n[nH]c(=S)[nH]c1=O,0.5%,-4.8%,-23.8%,4.4%,0.6%,1.9%,0.2%,-0.7%,-4.5%,-1.5%
Cc1cccc(NC(=O)c2c(O)c3cccc4c3n(c2=O)CCC4)n1,0.6%,-3.3%,?,·,7.9%,-2.0%,6.6%,-2.0%,·,-2.7%
CCOc1ccc(S(=O)(=O)NCc2ccc3c(c2)OCO3)cc1C(=O)O,-0.3%,-4.3%,-5.0%,-2.7%,-0.1%,-8.2%,-1.5%,-3.0%,3.2%,2.6%
O=C(C1=C(c2ccccc2)C(=O)c2ccccc2C1=O)c1ccccc1,4.7%,-3.4%,11.2µM*,-26.5%,-0.9%,-3.1%,-15.1%,11.2µM*,?,-10.7%
Cc1ccc(CCNC(=O)CCS(=O)(=O)c2ccc3c(c2)oc(=O)n3C)cc1,6.2%&-1.3%,-3.6%,-3.0%,-21.0%,-2.3%,-4.5%,0.5%,-0.5%,1.7%,0.8%
CC(C(=O)Nc1ccc(S(=O)(=O)N2CCCC2)cc1)N1CCCC(C(N)=O)C1 (stereo not drawn),5.4%,·,·,2.7%,-0.3%,-6.5%,-7.1%,·,20.6%,-2.4%
Cn1nnnc1Sc1ncnc2scc(-c3ccc4c(c3)OCO4)c12,·,·,·,-97.4%[inhibitor],·,·,-13.3%,·,-38.8%,-3.1%
CCOC(=O)c1c(NC(=S)NCc2ccccc2)sc2c1CCN(C(=O)OCC)C2,4.7%,26.9%,2µM*,-27.3%,1.4%,0.8%,-2.9%,4.47µM*,3.1%,-4.8%
COC(=O)C1=NNCC12CC(=O)N(c1ccc(Br)cc1)C2=O (stereo not drawn),-1.0%,-6.4%,2.2%,4.2%,-1.8%,-2.5%,3.0%,2.1%,-6.7%,-0.4%
C[C@H](CO)N1C[C@H](C)[C@@H](CN(C)Cc2ccc3c(c2)OCO3)Oc2c(NS(C)(=O)=O)cccc2C1=O,·,·,·,-8.6%,·,·,5.7%,·,3.3%,-0.2%
COC(=O)CSc1n[nH]c(=S)s1,0.9%,-11.3%,-60.3%,-3.2%,-1.0%,-5.7%,6.0%,18.7%,-1.8%,0.2%
CSc1ccc(S(=O)(=O)NCC(=O)OCC(=O)N2CCCCC2C)cc1[N+](=O)[O-] (stereo not drawn),2.9%,·,·,9.7%,-2.1%,2.3%,0.8%,·,3.1%,-1.2%
CCCn1c(CCC(=O)O)ccc1-c1ccc(F)cc1,3.8%,-3.5%,6.4%,-6.3%,1.4%,-1.8%,-5.2%,2.7%,2.8%,-10.3%
COc1ccc(/C=C/c2nc3ccccc3n2Cc2ccccc2OC)cc1,0.849µM*,9.9%,14.1µM*,-50.7%,3.16µM*,?,?,-83.9%,-13.7%,?
Cn1c(=O)c2c(nc(OCCc3ccccc3)n2C)n(C)c1=O,5.0%,-1.9%,37.6%,-7.6%,0.6%,-3.9%,-6.2%,-13.3%,-1.5%,-8.1%
Cc1ccc(C)c(S(=O)(=O)N2C(=S)NC(=O)C2C(C)C)c1 (stereo not drawn),-1.4%,-1.5%,?,-27.7%,0.9%,1.1%,-2.6%,10.4%,-2.5%,-5.6%
CCCCn1c(O)c(N=NC(=O)Cn2c(C(F)(F)F)nc3ccccc32)c2ccccc21,-0.2%,-3.8%,11.5%,1.9%,-2.1%,-1.9%,7.8%,-14.8%,1.0%,4.6%
CCOc1ccc(NC(=O)CCNC(=O)C2CCN(S(=O)(=O)c3ccccc3)CC2)cc1,3.1%,-3.1%,-14.1%,4.1%,0.1%,1.6%,6.3%,-4.4%,1.6%,2.5%
CC(C)(C)NC(=O)C(=O)NNC(=O)c1cccc(Br)c1,?,3.1%,?,24.9%,12.1%,27.3%,10.7%,?,2.7%,7.5%
CCOC(=O)N1CCN(C(=O)CCc2c(C)nc3nc(C)nn3c2C)CC1,1.4%,-11.5%,-1.5%,2.5%,-2.9%,7.0%,9.2%,-9.3%,·,1.7%
CC1CCN(c2nc(N(C)c3ccccc3)nc(N)c2[N+](=O)[O-])CC1,?,·,10.7%,6.5%,10.4%,9.7%,?,6.6%,2.3%,0.5%
Cc1cc(NC(=O)c2ccc([N+](=O)[O-])cc2)n(CCC#N)n1,-2.7%,?,-10.4%,-6.6%,-3.3%,-1.5%,-3.6%,8.0%,2.2%,-5.4%
CN1C2C(Br)CCCCN2c2ccc(F)cc2S1(=O)=O (stereo not drawn),-3.9%,-1.4%,39.2%,1.2%,0.4%,9.6%,-4.5%,-5.6%,-13.3%,0.3%
Cn1c(=O)cc(N)n(Cc2ccccc2)c1=O,3.8%,-20.5%,-27.5%&-42.3%,8.0%,-5.4%,-8.7%,-3.3%,7.0%&19.6%,15.3%,7.4%
COc1ccc(/C=C/C(=O)NC(=S)N2CCOCC2)cc1,10.7µM*,9.7%,3.98µM*,74.9%,3.55µM*,1.58µM*,?,?,-4.0%,?
Cc1ccc(C2CC(c3ccccc3)=NN2c2ccccc2)o1 (stereo not drawn),?,25.1%,23.9%,-22.0%,3.8%,0.3%,?,15.9%,7.3%,6.4%

Compound profiles, from the list above.
CN(CC(=O)Nc1ccccc1Br)Cc1nc2ccccc2c(=O)[nH]1 is listed as FLuc modulator = 2.3%; MBNL1-CUG inh = 2.0%; RORgamma inh = 28.2µM*; BRCA1 expr act = 1.7%; NPC1 prom act = 13.9%; Rab9 prom act = -2.6%; p53 reactivation = -2.8%; VP16 counter = -17.5%; uPA generation = -1.5%; ELG1 genotoxic = -0.1%
CCOC(=O)N1CCN(C(=O)CCc2c(C)nc3nc(C)nn3c2C)CC1 is listed as FLuc modulator = 1.4%; MBNL1-CUG inh = -11.5%; RORgamma inh = -1.5%; BRCA1 expr act = 2.5%; NPC1 prom act = -2.9%; Rab9 prom act = 7.0%; p53 reactivation = 9.2%; VP16 counter = -9.3%; uPA generation = ·; ELG1 genotoxic = 1.7%
